Screening data as filed in PubChem.
M1 ag: activates human CHRM1 receptor; CHO-K1 hM1, Fluo-8 calcium fluorescence, agonist mode; 0% DMSO, 100% acetylcholine EC100; actives 0.33% (n = 360,000); activation, % at 3 µM; P11229;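 active means activation above the run's mean compound activation plus 3 SD, cut at about 16% in these data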;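 further: peak over basal fluorescence ratio within a 140 s kinetic read after compound addition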
CHO-K1 Ca antag: counter-screen for M1 antagonists: effect in parental CHO-K1 cells | ATP-induced calcium, Fluo-8 fluorescence | inhibition, % at 3 µM | actives 0.6% (n = 360,000) | AID 602250;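 active means inhibition above a per-plate cutoff, the plate's mean sample inhibition plus 3 SD, cut at about 24% in these data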;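 further: 0% = DMSO plus EC80 ATP and 100% = DMSO alone without ATP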
TAAR1 agonist: human TAAR1 agonism; Q96RJ0; CHO RD-HGA16 TAAR1, Fluo-8 calcium fluorescence; vehicle wells 0%, saturating PEA agonist 100%; activation, % at 3 µM; actives 0.99% (n = 360,000); AID 624467;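 active means activation above the mean activation of all test compounds in the run plus 3 SD, cut at about 38% in these data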
Target sequence (Q96RJ0 whole entry, looked up): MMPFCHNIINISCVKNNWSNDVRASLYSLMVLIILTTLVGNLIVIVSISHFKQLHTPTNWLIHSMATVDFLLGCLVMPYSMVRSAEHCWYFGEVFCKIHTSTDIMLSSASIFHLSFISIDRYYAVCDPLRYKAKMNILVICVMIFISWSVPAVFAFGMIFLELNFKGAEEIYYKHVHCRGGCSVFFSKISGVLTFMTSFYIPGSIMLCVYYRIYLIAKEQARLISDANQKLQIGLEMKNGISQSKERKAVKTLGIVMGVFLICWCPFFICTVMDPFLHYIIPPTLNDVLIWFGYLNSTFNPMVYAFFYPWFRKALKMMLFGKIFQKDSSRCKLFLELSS
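Repeats: no replicates (n 1) | Material: CHO-derived RD-HGA16 cells with stable Gα16 and human TAAR1 | Technique: Kinetic Fluo-8 calcium fluorescence | Schedule: 17-24 h seeding, 75 min 37 °C dye, 30 min RT | Evaluation: % activation from peak over basal fluorescence ratio, DMSO-to-PEA scaled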
CHO-K1 Ca PAM: counter-screen for M1 PAMs: effect in parental CHO-K1 cells; AID 602247; ATP EC20, Fluo-8 calcium fluorescence; 0% at ATP EC20, 100% at ATP max; activation, % at 3 µM; actives 0.02% (n = 360,000);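 active means activation above the run cutoff, the mean activation of all test compounds plus 3 SD, cut at about 40% in these data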;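 further: peak over basal fluorescence ratio in a 140 s read after ATP addition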
M1 ag parental: nonselective activator or artifact in parental CHO-K1 cells. Fluo-8 calcium fluorescence; scaled to maximal ATP response, vehicle zero. activation, % at 3 µM. actives 0.48% (n = 360,000). AID 602248; in the data active means activation above about 15%;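 further: untransfected CHO-K1 host cells lacking M1 receptor as counterscreen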
TAAR1 antag: antagonists of human TAAR1; actives 1.5% (n = 360,000); CHO RD-HGA16 TAAR1, Fluo-8 calcium fluorescence, antagonist; Q96RJ0; inhibition, % at 3 µM; AID 624466;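 active means inhibition above a per-plate cutoff, the mean inhibition of test compounds on that plate plus 3 SD, cut at about 49% in these data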;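 further: 0% = DMSO plus EC80 beta-PEA response and 100% = DMSO alone without agonist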
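test system = CHO RD-HGA16 cells bearing hTAAR1 | replication = singlicate | controls = DMSO-only wells and EC80 β-PEA-stimulated wells | reagent = EC80 β-phenethylamine stimulus | read-out basis = percent inhibition of PEA-evoked calcium signal, max/basal emission ratio | schedule = seeding 17-24 h prior, 75-min 37 °C, 30-min RT dye loading | signal = kinetic Fluo-8 calcium fluorescence measurement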
CHO parental Ca: counter-screen for OX1R antagonists: effect in parental CHO cells. parental CHO-K1, ATP-induced calcium, Fluo-8 fluorescence. inhibition, % at 5.6 µM. actives 0.63% (n = 330,000);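 active means inhibition above that plate's mean sample inhibition plus 3 SD, cut at about 26% in these data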;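 further: 0% = ATP-challenged DMSO wells and 100% = DMSO wells without ATP; some compounds past the cut are filed as inactive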
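Material: parental CHO cells / Compound: single nominal dose of 5.6 µM per compound / Signal: Fluo-8 fluorescence / Replicates: singlicate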
OXTR potentiate: potentiates the human oxytocin receptor response; actives 0.061% (n = 320,000); P30559; activation, % at 3 µM; CHO-OTR cells, Fluo-8 calcium fluorescence, potentiator mode; 0% = oxytocin EC15, 100% = EC100;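 active means activation above that plate's cutoff, the mean activation of tested compounds plus 3 SD, cut at about 6.6% in these data, passing the limit was not always enough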;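 further: 100% uses oxytocin at 75 nM as the full agonist control; some results filed as inactive read as strong as hits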
Target sequence (P30559 whole entry, looked up): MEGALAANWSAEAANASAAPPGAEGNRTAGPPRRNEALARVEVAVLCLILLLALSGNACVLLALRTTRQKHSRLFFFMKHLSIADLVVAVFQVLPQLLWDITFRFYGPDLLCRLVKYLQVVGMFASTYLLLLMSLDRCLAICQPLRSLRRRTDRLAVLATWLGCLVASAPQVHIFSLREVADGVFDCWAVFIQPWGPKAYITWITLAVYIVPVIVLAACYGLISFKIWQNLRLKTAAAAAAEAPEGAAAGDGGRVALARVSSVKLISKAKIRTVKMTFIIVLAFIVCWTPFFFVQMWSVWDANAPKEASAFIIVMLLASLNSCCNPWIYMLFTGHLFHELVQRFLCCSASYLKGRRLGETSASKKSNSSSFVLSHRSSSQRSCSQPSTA
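System: human OTR in CHO cells / Also added: sub-maximal oxytocin, roughly EC15 / Control set: EC15 oxytocin low, 75 nM oxytocin high / Schedule: 6 min compound pre-incubation at room temperature, 100 s kinetic read / Compound: single-point 3.0 µM / Replication: singlicate / Technique: Fluo-8 calcium dye fluorescence / Read-out basis: % activation of max/min ratio relative to oxytocin controls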
M1 antag: human CHRM1 antagonism | actives 1.3% (n = 360,000) | CHO-K1 hM1, Fluo-8 calcium fluorescence, ACh EC80 antagonist | P11229 | inhibition, % at 3 µM | AID 588852;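 active means percent inhibition above its own plate's cutoff, namely the mean of that plate's compound wells plus 3 SD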;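 further: peak over basal fluorescence ratio during 140 s after agonist addition; 0% = ACh EC80 plus DMSO and 100% = DMSO alone without agonist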
* marks the source's active call; other numbers are inactive results; x = not tested or not shown.

Sequence of screens: M1 ag, CHO-K1 Ca antag, TAAR1 agonist, CHO-K1 Ca PAM, M1 ag parental, TAAR1 antag, CHO parental Ca, OXTR potentiate, M1 antag
[1] Cc1ccc(S(=O)(=O)N2CCN(C(=O)c3cccs3)CC2)cc1
  -5, -10, 4, 9, 0.6, 6, -15, -5, 0
[2] O=C(Nc1nc2ccc(F)cc2s1)C1CCN(S(=O)(=O)c2cc([N+](=O)[O-])ccc2Cl)CC1
  -9, 32*, 4, 2, 6.8, 36, 67*, -15, 32*
[3] CCCCCCC(=O)N1CCN(c2cc3c(cc2F)c(=O)c(C(=O)O)cn3CC)CC1
  0, 6, 6, -5, 0.0, -2, -11, -1, -7
[4] Nc1nc(SCC(=O)Nc2ccccc2)[nH]c(=O)c1-c1ccccc1
  -4, -8, 6, 18, 1.6, -2, -12, -2, -4
[5] O=C(Nc1cccc2ccccc12)c1ccccc1Cl
  -7, 0, -3, 11, -0.2, -16, -22, -2, -2
[6] O=S(=O)(NCc1cccnc1)c1ccc(Cl)s1
  2, 1, x, 14, 0.3, x, -11, -2, 1
[7] CC1(OC(=O)CCc2ccccc2)C(=O)C=C2C=C(c3ccc(C#N)cc3)N(c3ccccc3)C=C2C1=O (stereo not given)
  -5, 2, 5, 1, 0.0, -12, -10, 0, 1
[8] COc1ccc(Cc2[nH]n3c(=O)cc(C)nc3c2-c2ccccc2)cc1
  -13, 3, 2, 10, -0.3, -7, -12, -3, 5
[9] O=C(COC(=O)c1cccnc1)Nc1cccc2ccccc12
  3, 5, 0, 15, 0.1, -22, 0, 3, -4
[10] O=C(Nc1cccc(C2=NCCN2)c1)Nc1cccc(C2=NCCN2)c1
  -5, 2, 2, 7, 0.1, 3, 4, -6, -22
[11] CC(NC(=O)c1ccc(Br)o1)c1ccc(-n2ccnc2)cc1 (stereo not given)
  -8, -4, 1, -7, 0.4, 2, -12, -6, -9
[12] CC1CCCN(C(=S)SCC(=O)O)C1 (stereo not given)
  -7, -2, 3, 7, 0.3, -12, 2, -2, -9
[13] Cc1ccc(Cl)c(OCC(=O)Nc2ccccc2C(=O)NC2CC2)c1
  -3, -10, 5, 0, 1.2, 27, -15, -3, 2
[14] O=C(c1ccccc1SCc1ccccc1)N1CCOCC1
  -7, -19, 1, 19, 0.7, -19, -15, -8, -8
[15] CCN(CC)C(=O)C1CCCN(c2ccc([N+](=O)[O-])cc2[N+](=O)[O-])C1 (stereo not given)
  -8, -18, 0, 3, 2.5, 18, -8, -11, -4
[16] CCN1CCN(C(=O)c2cc(=O)c3cc(C)ccc3o2)CC1
  -9, -12, 1, 17, 0.7, 14, -11, -5, -6
[17] OCCN1CCN(CC(O)COCCOc2ccc(Br)cc2)CC1 (stereo not given)
  -6, -9, 6, 22, 1.1, -14, -7, -9, -7
[18] CC(C)CN(C(=O)CN(C)S(=O)(=O)c1ccc(Cl)cc1)C1CCS(=O)(=O)C1 (stereo not given)
  -3, -15, -1, 17, 1.2, -4, -9, -5, -2
[19] COc1cc2nc(C3CCC3)n(NC(=O)c3ccco3)c(=O)c2cc1OC
  -4, -17, 1, 21, 3.5, 6, -12, -7, -14
[20] Cc1nnc(SC(C)C(=O)N2CCc3ccccc32)s1 (stereo not given)
  -6, 2, 0, 11, -0.6, 7, -14, -12, -1
[21] COc1ccccc1NC(=O)c1c(C)oc2c1CCCC2
  -6, 4, 6, 12, -0.5, 10, -12, -6, 4
[22] O=C(CCN1C(=O)[C@H]2CC=CC[C@H]2C1=O)NCc1nc(-c2ccccc2)no1
  0, 19, 0, 9, -0.2, -4, -10, -9, 0
[23] COc1ccc(NC(=O)COC(=O)C2CC2)cc1S(=O)(=O)N1CCCCC1
  -1, 1, 1, 2, 0.4, -13, -8, -2, -12
[24] COc1ccc2[nH]c3c(=S)nc[nH]c3c2c1
  -11, 13, 2, 1, -0.6, 11, -8, -6, -3
[25] Cc1ccc(C(=O)NC(=S)Nc2ccc(CN3CCCCC3)cc2)c(C)c1
  -13, 13, 8, -7, 0.1, -1, -20, -2, 25
[26] CCC(C)[C@H](NC(=O)NCc1cccc(OC)c1)C(=O)O (stereo not given in full)
  -2, -31, 0, 11, -0.1, 7, -2, -5, -4
[27] CNC(=S)Nc1ccc([N+](=O)[O-])cc1
  3, 3, 12, -9, 5.3, 9, 12, -20, 3
[28] Cn1nccc1C(=O)N1CCCC(N2CCN(c3cccc(C(F)(F)F)c3)CC2)C1 (stereo not given)
  -3, 10, 0, 4, 1.3, -23, -11, -3, -7
[29] O=C(CCNc1ccccc1)c1ccc2c(c1)OCO2
  -4, 0, 0, 0, 0.2, -14, -3, -17, -4
[30] Cc1cc(-c2ccc(C)c(S(=O)(=O)NCc3cccc(Br)c3)c2)on1
  -2, -21, 0, 8, 2.9, 26, 3, -17, -2
[31] NNC(=O)CN1C(c2ccccc2Br)=Nc2ccc(Br)cc2C1c1ccccc1 (stereo not given)
  -8, 1, 2, 5, 2.2, -8, -25, -4, 6
[32] COc1ccc(-n2cnc3cc(C(=O)NCCN4CCOCC4)ccc32)cc1
  -9, -5, 3, 15, 0.8, -8, 1, -4, -4
[33] Cc1c(NC(=O)C2CCCCN2S(=O)(=O)c2ccc(Cl)cc2)c(=O)n(-c2ccccc2)n1C (stereo not given)
  -7, -2, -1, 7, 0.1, -13, -7, 6, -16
[34] COc1cccc(OC)c1C(=O)Nn1c(-c2cccc(C)c2)nc2ccccc2c1=O
  -4, 24*, 3, -14, 1.5, 11, -27, -6, 0
[35] CC(=O)Oc1ccc(C(=O)Nc2ccccc2C(=O)NCC(C)C)cc1
  -2, -1, 2, 17, 2.0, 7, -3, -10, -6
[36] CC1CCc2nn(CC(=O)NCCCN3CCCC3=O)cc2C1 (stereo not given)
  -2, -6, 0, 11, 1.1, -17, 1, -5, 11
[37] CCOC(=O)C1(Cc2ccccc2)CCCN(Cc2ccccn2)C1 (stereo not given)
  -5, -16, 4, 16, 1.7, -11, -26, -2, -4
[38] COC(=O)[C@]1(Cc2ccccc2)N[C@H](CN(C)C(=O)Nc2ccc(OC)cc2)[C@@H]2C(=O)N(C)C(=O)[C@@H]21
  -3, 1, 0, -1, -0.4, -19, -19, 5, -5
[39] COC(=O)c1ccc(CNC(=O)c2ccc(COc3ccccc3)cc2)cc1
  -5, -6, 1, 24, 0.5, -9, 2, -4, -8
[40] Nn1c(SCC(=O)NC2CCS(=O)(=O)C2)nnc1-c1ccco1 (stereo not given)
  -2, -4, 2, -4, 0.2, -17, -5, 10, -3
[41] CC1(C2CC(C(F)(F)F)n3nc(C(=O)O)cc3N2)CC1 (stereo not given)
  -3, 11, 6, -5, 0.0, 20, -8, -3, 1
[42] Cc1cccc(C(=O)OCC(=O)NCCCc2ccccc2)c1O
  -2, -5, 1, -1, 0.0, 11, -8, -11, -12
[43] O=C(O)C1CC=CCC1C(=O)Nc1ccc(Oc2ccc(Cl)cc2)cc1 (stereo not given)
  -6, -2, -1, 11, 0.1, 1, 8, -5, -5
[44] O=C(N/N=C\c1cn(-c2ccccc2)nc1-c1ccccc1)c1ccc2c(c1)OCO2
  -5, 5, 10, 10, 1.8, 55*, -15, -17, -9
[45] Cn1cnnc1Sc1ccc(C(=O)NCCC(c2ccccc2)c2ccccc2)cc1[N+](=O)[O-]
  -10, 0, -2, 13, -0.5, -3, -22, 1, 3
[46] O=C(Nc1ccc(F)cc1)N1CCC(c2nc3c(nnn3Cc3cccc(Cl)c3)c(=O)[nH]2)CC1
  -8, -12, 14, 15, 0.5, -5, -7, -1, -3
[47] Cc1cccc(/C=C/C(=O)c2ccc(N3CCOCC3)cc2)c1
  x, x, 3, x, x, -4, 3, -5, x
[48] CC1CC(C)CN(S(=O)(=O)c2ccc(F)c(C(=O)Nc3ccc(Cl)cc3F)c2)C1 (stereo not given)
  -6, -11, 20, 18, 0.4, -8, -5, -6, -12
[49] O=C(Nn1c(-c2ccc(Br)cc2)nc2ccccc2c1=O)c1cccnc1
  -3, 3, 7, -4, 0.2, 3, -11, -3, -2
[50] Cn1c(SCc2nc3ccccc3c(=O)[nH]2)nnc1-c1ccco1
  0, -16, 12, 12, 0.1, -8, -2, 6, 0
[51] CN(Cc1ccccc1)C(NC(=O)c1ccccc1)C(Cl)(Cl)Cl (stereo not given)
  -6, -13, 3, 22, 2.5, -13, -11, -5, -14
[52] CCOc1ccc(C(O)C(CN2CCOCC2)c2ccccc2)cc1 (stereo not given)
  -4, -13, 3, 15, 0.3, 10, -14, -3, -3
[53] COc1cccc(CN(C)C(=O)c2ccc(S(=O)(=O)Nc3ccccc3F)cc2)c1OC
  2, 1, 1, -1, 2.2, 6, x, x, -8
[54] Cn1nccc1C(=O)Nc1ccc(OC(=O)c2ccnn2C)cc1
  1, -12, 3, -5, 7.5, 3, 2, -7, 8
[55] Cc1ccc(C(=O)N2CCC3(CC2)Oc2ccc(Cl)cc2C(=O)C32CC(c3ccc(Cl)cc3)=NO2)s1 (stereo not given)
  -3, -8, 12, 12, 0.7, 1, -12, -8, -9

3 records picked at random from the list so far, as already listed:
Sequence of screens: M1 ag, CHO-K1 Ca antag, TAAR1 agonist, CHO-K1 Ca PAM, M1 ag parental, TAAR1 antag, CHO parental Ca, OXTR potentiate, M1 antag
[49] O=C(Nn1c(-c2ccc(Br)cc2)nc2ccccc2c1=O)c1cccnc1
  -3, 3, 7, -4, 0.2, 3, -11, -3, -2
[45] Cn1cnnc1Sc1ccc(C(=O)NCCC(c2ccccc2)c2ccccc2)cc1[N+](=O)[O-]
  -10, 0, -2, 13, -0.5, -3, -22, 1, 3
[7] CC1(OC(=O)CCc2ccccc2)C(=O)C=C2C=C(c3ccc(C#N)cc3)N(c3ccccc3)C=C2C1=O (stereo not given)
  -5, 2, 5, 1, 0.0, -12, -10, 0, 1
